FEN1 inh: qHTS Assay for the Inhibitors of Human Flap endonuclease 1 (FEN1). P39748. Recombinant FEN1 flap cleavage, fluorescence, 15 min. Potency, µM (series often up to 114 µM), inactives show at the highest dose activity change, negative = inhibition, most hits filed as inhibitors. 0.35% of 390,000 active; also: nearly all actives have a fitted effect of over 65% in size
Target sequence (P39748 whole entry, looked up): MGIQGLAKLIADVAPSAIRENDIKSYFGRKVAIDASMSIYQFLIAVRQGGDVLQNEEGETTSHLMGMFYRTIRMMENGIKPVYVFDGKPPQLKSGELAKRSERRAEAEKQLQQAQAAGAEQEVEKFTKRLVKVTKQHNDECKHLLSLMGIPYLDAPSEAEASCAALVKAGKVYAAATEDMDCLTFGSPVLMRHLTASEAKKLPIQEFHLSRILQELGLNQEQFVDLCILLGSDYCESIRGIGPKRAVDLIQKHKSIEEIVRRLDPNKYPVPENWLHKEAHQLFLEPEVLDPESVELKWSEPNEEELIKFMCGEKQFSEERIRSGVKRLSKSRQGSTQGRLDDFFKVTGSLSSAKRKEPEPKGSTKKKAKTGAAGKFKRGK
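Nuclease activity of 10 nM FEN1 was measured after 15 min of room-temperature exposure to titrated compounds, by adding 50 nM flap substrate and reading plates at 0 and 15 min.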
N370S GC mod: qHTS Assay for Inhibitors and Activators of N370S glucocerebrosidase as a Potential Chaperone Treatment of Gaucher Disease; Lysosomal acid glucosylceramidase (Homo sapiens), P04062; N370S GC spleen homogenate, 4MU-glucoside fluorescence; Potency, µM (titrated, usually from 59.4 µM), inactives show at the highest dose activity change, negative = inhibition, usual class: inhibitors; 0.092% of 330,000 active;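 also: 0% = full enzyme activity and -100% = no enzyme basal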
KAT2A inh: qHTS Assay for Inhibitors of GCN5L2. Histone acetyltransferase KAT2A (Homo sapiens), Q92830. GCN5L2 HAT assay, ThioGlo1 CoA-SH fluorescence. Potency, µM (doses to about 58.9 µM), for inactives: at the top dose activity change, negative = inhibition, most hits filed as inhibitors. 0.21% of 390,000 active. AID 504327, 2011
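Compounds, pin-transferred from DMSO stocks, meet 20nM GCN5L2 for 15 min before the reaction begins with H3(1-25) peptide (75uM) and acetyl-CoA (70uM). Thiol-reactive ThioGlo1 reports CoA release over 20 min at room temperature.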
An asterisk follows results filed as active; ? = inconclusive; · = no result given; & = joins results of further samples; [ ] = another dose, or the depositor's remark. Calls follow the shape of the dose curve; as a rule, active = well fitted curve in the direction sought with a large enough effect; inconclusive = small, poorly fitted or top-dose-only effect, or another doubt; inactive = no such curve, though single readings can be large; an effect the other way counts as inactive or inconclusive. Unless noted, % is scaled to controls: 0 for no effect and ±100 for the full control effect; potency is read from the fitted curve at half-maximal effect.

No.	N370S GC mod	KAT2A inh	FEN1 inh	Compound
1	-3%	4%	-1%	Cc1nn(CC(=O)NCc2cccc3ccccc23)c(=O)c2ccccc12
2	-8%	5%	-9%	Cc1cc(C)cc(NC(=S)NC2CC3CCCC(C2)N3C2CCCC2)c1 (stereo not drawn)
3	4%[12.8 µM]	-6%[12.7 µM]	·	COc1ccc([C@]23Cc4ccccc4C(O2)c2c(c4ccc(OC)cc4oc2=O)O3)cc1
4	-1%	2%	-13%	COc1ccc2oc(C(=O)NCCc3ccccc3)c(C)c2c1
5	·	-5%	3%	COc1cccc(CNC(=O)CN2C(=O)N(c3cccc(Cl)c3)S(=O)(=O)c3ccccc32)c1OC
6	·	-8%	-7%	COc1ccccc1/C=C/c1nc(C#N)c(NCc2ccccc2)o1
7	-14%	-4%	-22%	c1ccc(-c2nc(N3CCCCCC3)c3ccccc3n2)nc1
8	22%	3%[0.501 µM]	-15%	CCOC(=O)c1sc2nc[nH]c(=O)c2c1C
9	-9%	-1%	-1%	Cn1c(=O)c(Sc2ccc(Cl)cc2)c(O)c2ccccc21
10	1%	0%	-12%	CSC(=NS(=O)(=O)c1ccc(C)cc1)SC
11	-1%	-2%	22%	COC(=O)c1cc(S(=O)(=O)NCCN2CCOCC2)cn1C
12	0%	-7%	-4%	CCC(CC)NC(=O)CC(c1ccccc1)c1ccccc1

Taken from above.
entry 11 – N370S GC mod: -1%
entry 2 – FEN1 inh: -9%
entry 12 – KAT2A inh: -7%
entry 6 – FEN1 inh: -7%
entry 1 – N370S GC mod: -3%

Next part:
No.	N370S GC mod	KAT2A inh	FEN1 inh	Compound
13	2%	-6%	-21%	CCCCC(=O)Nc1nc2c(s1)COc1ccccc1-2
14	·	1%	-6%	COc1ccc(CCNC(=O)COC(=O)Cc2ccccc2F)cc1
15	-7%	-3%	-1%	COC(=O)NNC(=O)C(C)Oc1ccc(Cl)cc1Cl (stereo not drawn)
16	-3%	-15%	5%	O=c1c2ccccc2nnn1-c1ccc(Br)cc1
17	5%	-7%	1%	CCOC(=O)CSC1=C(C#N)C(c2ccccc2Cl)C(C(=O)OC)C(=O)N1 (stereo not drawn)
18	·	-1%	20%	CCC(CC)C(=O)NC1CC(=O)N(c2ccc3c(c2)OCCO3)C1 (stereo not drawn)
19	2%	2%	-13%	CC(=O)N(OCc1ccc(OC(C)C)c(Cl)c1)C(C)=O
20	·	-26%	2%	Cn1c(=O)c2c(SCC(=O)NCC3CCCO3)nc(-c3cccc(F)c3)nc2n(C)c1=O (stereo not drawn)
21	·	-13%	-11%	CC(C)(C)OC(=O)C[C@@H]1C/C=C\C[C@@H](CC(=O)N(CCO)Cc2ccccc2)C(=O)N[C@H](Cc2ccccc2)COC1=O
22	-3%	4%	-4%	Cc1cccc(NC(=S)N2CCCCCC2)c1C
23	?	-1%	29%	O=C(COc1ccc2c3c(c(=O)oc2c1)CCCC3)NCC(O)c1ccccc1 (stereo not drawn)
24	?	-3%	·	O=c1c2c3nc4ccccc4nc3n(-c3ccc4c(c3)OCCO4)c2ncn1CC1CCCO1 (stereo not drawn)

Ordered by value in N370S GC mod (ascending): three from the list above.
No.	N370S GC mod	KAT2A inh	FEN1 inh	Compound
16	-3%	-15%	5%	O=c1c2ccccc2nnn1-c1ccc(Br)cc1
13	2%	-6%	-21%	CCCCC(=O)Nc1nc2c(s1)COc1ccccc1-2
17	5%	-7%	1%	CCOC(=O)CSC1=C(C#N)C(c2ccccc2Cl)C(C(=O)OC)C(=O)N1 (stereo not drawn)

Some entries already given with just FEN1 inh and KAT2A inh.
cpd | Compound | FEN1 inh | KAT2A inh
15 | COC(=O)NNC(=O)C(C)Oc1ccc(Cl)cc1Cl (stereo not drawn) | -1% | -3%
16 | O=c1c2ccccc2nnn1-c1ccc(Br)cc1 | 5% | -15%
17 | CCOC(=O)CSC1=C(C#N)C(c2ccccc2Cl)C(C(=O)OC)C(=O)N1 (stereo not drawn) | 1% | -7%
18 | CCC(CC)C(=O)NC1CC(=O)N(c2ccc3c(c2)OCCO3)C1 (stereo not drawn) | 20% | -1%

Additional structures follow.
No.	N370S GC mod	KAT2A inh	FEN1 inh	Compound
25	-2%	?	-12%	COc1ccc(CCC(=O)N2CCN(c3ccc(OC)cc3)CC2)cc1
26	16%[12.8 µM]	-5%	-24%	CC(=O)c1ccc(OCc2ccccc2)c(C)c1O
27	5%	-12%	1%	N#CCOC(=O)/C=C/c1ccc2c(c1)OCO2
28	-8%	-12%	1%	COc1ccccc1C1(CCN=Cc2ccc(N(C)C)cc2)CCOC(C)(C)C1 (stereo not drawn)
29	3%	9%	-2%	CC(Sc1nnc(COc2ccccc2)n1Cc1ccccc1)C(=O)O (stereo not drawn)
30	1%	2%	-11%	CN(C)CCNC(=O)CCCNC(=O)Cn1cnc2sc3c(c2c1=O)CCCC3
31	·	-2%	-4%	Fc1ccc2c(c1)NC(c1ccncc1)=NC(c1cccs1)=N2
32	·	18%	22%	Fc1ccc(-c2nc3c4c(-c5ccccc5)c(-c5ccccc5)oc4ncn3n2)cc1
33	-11%	2%	3%	COC(=O)CN1C(=O)C(O)=C(C(C)=O)C1c1ccc([N+](=O)[O-])cc1 (stereo not drawn)
34	10%	1%	-13%	COc1ccc(CCNC(=O)N2CCOCC2)cc1
35	2%	2%	11%	COc1ccc2oc(C(=O)OCC(=O)N(CC(C)C)c3c(N)n(Cc4ccccc4)c(=O)[nH]c3=O)c(C)c2c1
36	-9%	8%	-3%	COCCn1c(=S)[nH]c2cc(C(=O)N3CCN(Cc4ccc5c(c4)OCO5)CC3)ccc2c1=O

The list continues.
No.	N370S GC mod	KAT2A inh	FEN1 inh	Compound
37	·	1%	13%	C#CCOCCOCCOCCNc1nc(N2CCN(C(=O)[C@H](CCCN=C(N)N)n3cc(C(N)[C@@H](C)CC)nn3)CC2)nc(N2CCN(C(=O)[C@H](CCC(=O)O)n3cc([C@@H](N)CC(N)=O)nn3)CC2)n1 (stereo partly drawn)
38	-5%	-3%	6%	Cc1ccc(C2=C(O)c3ccccc3C(=O)C2=O)cc1
39	-7%	-3%	1%	COc1ccc(CN2CCC(Oc3ccc(C(=O)N4CCCCC4)cc3)CC2)cc1C
40	1%	-14%&-15%	-13%&-15%	O=C(C1CCN(c2ncnc3c2nc2n3CCCCC2)CC1)N1CCN(c2cccc(Cl)c2)CC1
41	-24%	2%	-26%	Oc1ccc(C[C@H]2CNC(=S)N2CCc2cc(C(F)(F)F)cc(C(F)(F)F)c2)cc1
42	11%	-8%	2%	Cc1ccc(NC(=O)N2CCN(S(=O)(=O)c3ccccc3)CC2)cc1
43	7%	?	-2%	C=CCn1c(=S)sc2c(=O)[nH]c(C)nc21
44	-11%	-6%	7%	Cc1ccc(C)c(N2CCN(CCCc3ccccc3)CC2)c1
45	1%	1%	-2%	Cc1nn(C)c(NC(=O)c2ccccc2Cl)c1Br
46	4%	-25%	-4%	CC1(C)C2CCC1(CS(=O)(=O)NCc1ccc(C(=O)O)cc1)C(=O)C2 (stereo not drawn)
47	6%	-2%	-1%	CCCCc1n[nH]c2c1C(=O)CC(C)(C)C2
48	2%	1%	1%	C/C(=N\NC(=O)c1ccccc1)c1ccccc1Br

Along the list, quoted from above:
Compounds 2 to 10 in KAT2A inh, in turn: 5%, -6%[12.7 µM], 2%, -5%, -8%, -4%, 3%[0.501 µM], -1%, 0%

More compounds
No.	N370S GC mod	KAT2A inh	FEN1 inh	Compound
49	5%	4%	2%	Cc1ccc2cccc(NC3OC(=O)c4ccccc43)c2n1 (stereo not drawn)
50	-14%	-14%	-2%	CC(=O)c1ccc(N2CCN(CC(O)COC(c3ccccc3)c3ccccc3C)CC2)cc1 (stereo not drawn)
51	-5%	-11%	-1%	COc1ccccc1C(=O)NCC(=O)NC(C)CCc1ccccc1 (stereo not drawn)
52	3%	-7%	-2%	Cn1c(=O)c2c(nc3n2CC(O)CN3c2ccc(O)cc2)n(C)c1=O (stereo not drawn)
53	9%	2%	-4%	COc1cccc(C(=O)Nc2c(C)n[nH]c2C)c1
54	-12%[12.8 µM]	30%[activator]	-13%	COC(=O)C1=C(C(=O)OC)[C@@H]2Nc3ccccc3[C@@]23C[C@@H](C(=O)OC)N=C3N1
55	0%	8%	1%	CCOc1cc(N2CCOCC2)c(OCC)cc1NC(=O)c1ccccc1
56	·	-19%	-1%	Cc1ccc(-c2noc(CC(c3ccccc3)c3ccccc3)n2)cc1
57	-17%	-4%	-7%	CCCc1cc(C(=O)N2CCCC(CO)(CCCc3ccccc3)C2)n(C)n1 (stereo not drawn)
58	-7%	-3%	15%	NC(=O)C1CCN(C(=O)CN(C2CCCCC2)S(=O)(=O)c2ccc(F)cc2)CC1
59	2%	-4%	6%	COc1cccc(C(=O)NCCNC(=O)c2ccccn2)c1
60	-3%[12.8 µM]	-6%	-10%	COC(=O)CCCC1=CC2=C(c3ccccc3)C(=O)C(C)(OC(=O)C3CCCC3)C(=O)C2=CN1C1CCCC1 (stereo not drawn)

(next part)
No.	N370S GC mod	KAT2A inh	FEN1 inh	Compound
61	-3%	-15%	-5%	COc1cccc(Nc2ncnc3onc(-c4ccccc4OC)c23)c1
62	11%	-10%	-7%	N/C(=N\OC(=O)Cc1cccs1)c1cccc([N+](=O)[O-])c1
63	9%	-3%	-4%	COc1ccc(OC)c(-n2c(-c3cc(-c4ccco4)[nH]n3)n[nH]c2=S)c1
64	·	-5%	1%	O=C(Cc1cccs1)NC1CC(=O)N(c2cccc(F)c2)C1 (stereo not drawn)
65	13%	-2%	-1%	CCC(=O)Nc1cccc(SC)c1
66	-12%	-5%	-24%	CCN(CC)S(=O)(=O)c1ccc(C)c(NC(=S)N2CCN(C/C=C/c3ccccc3)CC2)c1
67	-16%	-17%	·	c1cc2c3c(c1)c1c(n3CCNC2)CCCC1
68	-6%	-4%	-4%	CC(C)N1CCc2c(sc(NC(=O)CCS(=O)(=O)c3ccccc3)c2C(N)=O)C1
69	-13%	-7%	1%	CN(C)CC(C)(C)NS(=O)(=O)c1ccc(Cl)cc1
70	15%	-6%	-18%	Oc1ccccc1N1CCN(c2ncnc3sc(-c4ccccc4)cc23)CC1
71	1%	-11%	11%	COc1ccc(C(C#N)=C2C=CC(=NO)C=C2)cc1
72	·	-2%	-1%	Cc1ccc(S(=O)(=O)N2CCOCC2)cc1C(=O)OCC(=O)c1c(N)n(C)c(=O)n(C)c1=O

(listing goes on)
No.	N370S GC mod	KAT2A inh	FEN1 inh	Compound
73	7%	1%	-9%	O=C(c1cccs1)N1CCCC(c2nc3c(nnn3Cc3ccccc3Cl)c(=O)[nH]2)C1 (stereo not drawn)
74	·	1%	-9%	COc1ccc(C2=C(C(C)=O)Sc3nnc(-c4ccc(Cl)cc4)n3N2C(C)=O)cc1OC
75	·	-1%	3%	COc1ccccc1NC(=O)c1cnn(-c2ccccc2)c1-n1cccc1
76	·	-8%	-1%	O=C(COc1ccccc1)Nc1ccc2nc(SCC(=O)N3CCOCC3)sc2c1
77	·	6%	0%	Cc1ccc(Cn2ccc(NC(=O)c3cc(C(C)C)on3)n2)cc1
78	?	-7%	-10%	CCn1cc(C(=O)NCc2ccccc2)c(=O)c2cc(F)c(N3CCN(C(=O)c4ccco4)CC3)cc21
79	3%	-6%	13%	O=C(c1ccco1)N1CCN(c2ccc(S(=O)(=O)N3CCCC3)cc2)CC1
80	0%	-13%	6%	O=C1Nc2ccc(S(=O)(=O)NCCC3=CCCCC3)c3cccc1c23
81	·	-6%	-19%	COc1ccccc1C(=O)NCCn1cc(SCc2ccccc2Cl)c2ccccc21
82	1%	-1%	13%	COCCCNc1oc(-c2ccccc2F)nc1C#N
83	3%	-9%	14%	C[C@H](NC(=O)[C@@H]1Cc2ccccc2CN1)C(=O)Nc1ccc2c(c1)OCO2
84	2%	-5%	-11%	COc1cccc(-c2csc(N3CCN(C(=O)Nc4ccccc4OC)CC3)n2)c1
85	·	2%	-1%	CCOc1ccc(NC(=O)COC(=O)CCC(=O)c2cccs2)cc1
86	-2%	2%	-4%	COc1cccc(-c2cc(C(=O)Nn3cnnc3)c3ccccc3n2)c1
87	2%	0%	-9%	COc1cc(OC)cc(C(=O)N[C@H](C(=O)NCc2ccco2)C(C)C)c1

Screens as filed in PubChem BioAssay.

The order is random. About 0.54% of those tested had a hit in this group.
